Screening data as filed in PubChem BioAssay.
beta cell repl – inducers of MIN6 beta-cell proliferation, primary screen, ATP luminescence, uHTS. MIN6 cells proliferation, ATPlite luminescence, 48 h; cells starved in 0.2% serum; 100% = growth in 10% serum. proliferation, % at 10 µM. 330,000 compounds, 0.29% hits;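 active = compounds whose signal lies at least 3.5 SD above the mean of all wells on their plate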;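 note: 0% = DMSO-treated cells in low-serum medium and 100% = 10% serum control; some compounds called inactive have numbers as strong as hits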
SENP1 inh – human SENP1 catalytic domain inhibitors, primary screen, biochemical, FRET, uHTS; inhibition, % at 10 µM; AID 624204, 2012; 360,000 compounds, 0.21% hits; recombinant SENP1 catalytic domain, CyPet-SUMO1-YPet FRET cleavage; Sentrin-specific protease 1 (Homo sapiens), Q9P0U3;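 active = inhibition at least 30% at 10 µM, raw YFP signal under a set limit, fluorescence ratio 0.5 to 1.5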;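 note: 0% = enzyme with DMSO and 100% = no enzyme wells; some results filed as inactive read as strong as hits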
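Test system: human SENP1 catalytic domain; medium: Tris pH 8 buffer plus EDTA, NaCl, BME, BSA, NP40, catalase; incubation: 50 min reaction at room temperature; technique: FRET, CFP and YFP emission; controls: no-enzyme low control and enzyme-plus-DMSO high control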
UBC13 polyUb – UBC13 polyubiquitin chain formation inhibitors, primary screen, biochemical, TR-FRET, uHTS. inhibition, % at 20 µM. 330,000 compounds, 0.47% hits. AID 485273, 2010; in the data active = inhibition above about 45%, passing the limit was not always enough
PfG6PD inh – PfG6PD enzyme inhibitors, primary screen, biochemical, fluorescence intensity, uHTS; glucose-6-phosphate dehydrogenase-6-phosphogluconolactonase (Plasmodium falciparum 3D7); AID 504690, 2011; PfGluPho enzyme, NADPH resazurin-diaphorase fluorescence; inhibition, % at 20 µM; 350,000 compounds, 0.78% hits;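 active = inhibition reaching at least a set limit at 20 µM in the primary screen, cut at about 59% in these data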;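 note: 0% = DMSO wells with substrate and 100% = DMSO wells lacking glucose-6-phosphate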
SENP8 block-1 – SENP8 protease inhibitors, primary screen, biochemical, luminescence. Sentrin-specific protease 8 (Homo sapiens), Q96LD8. purified SENP8, Z-RLRGG-aminoluciferin cleavage. inhibition, % at 10 µM. 330,000 compounds, 1.2% hits. AID 2540, 2010; in the data active = inhibition above about 50%
Target sequence (Q96LD8 whole entry, looked up): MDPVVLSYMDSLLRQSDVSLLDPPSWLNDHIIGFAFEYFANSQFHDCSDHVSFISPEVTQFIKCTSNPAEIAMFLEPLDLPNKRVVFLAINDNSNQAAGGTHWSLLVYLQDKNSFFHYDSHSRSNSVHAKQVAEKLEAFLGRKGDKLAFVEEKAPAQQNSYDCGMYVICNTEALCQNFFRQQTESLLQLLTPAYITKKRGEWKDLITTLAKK
SENP8 block-2 – human SENP8 protease inhibitors, primary screen, biochemical, fluorescence, Nedd8 protein substrate, uHTS | Sentrin-specific protease 8 (Homo sapiens), Q96LD8 | recombinant SENP8 | inhibition, % at 20 µM | 360,000 compounds, 0.64% hits | AID 602440, 2012; in the data active = inhibition mostly above about 40%, no sharp cut-off; inactive = mostly below about 27%
HKDC1 inhibitor – HKDC1 hexokinase inhibitors, primary screen, biochemical, fluorescence, uHTS. 340,000 compounds, 0.16% hits. inhibition, % at 20 µM. recombinant HKDC1, G6PDH/diaphorase resazurin coupled fluorescence;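 active = inhibition above about 35% when tested at 20 µM, limit read from the data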;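 note: plate controls were DMSO wells with enzyme for no effect and DMSO wells lacking enzyme for full effect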
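Test system: HK5 enzyme. Quantity: 5 µg/mL HK5 final. Reagent: glucose and ATP substrates. Schedule: 90 min reaction incubation at room temperature, dark. Technique: resazurin-to-resorufin fluorescence via G6PDH and diaphorase coupling, 525/613 nm. Control set: DMSO wells with and without enzyme mix.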
SENP6 inh – SENP6 protease inhibitors, primary screen, biochemical, luminescence, uHTS | Sentrin-specific protease 6 (Homo sapiens), Q9GZR1 | Recombinant SENP6 catalytic domain, aminoluciferin luminescence | inhibition, % at 10 µM | 330,000 compounds, 1.8% hits | AID 2599, 2010;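 active = inhibition above about 50% at the single tested dose, limit read from the data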;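 note: plate controls were DMSO wells with enzyme for no effect and DMSO wells lacking enzyme for full effect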
Target sequence (Q9GZR1 628-1112 limits assumed): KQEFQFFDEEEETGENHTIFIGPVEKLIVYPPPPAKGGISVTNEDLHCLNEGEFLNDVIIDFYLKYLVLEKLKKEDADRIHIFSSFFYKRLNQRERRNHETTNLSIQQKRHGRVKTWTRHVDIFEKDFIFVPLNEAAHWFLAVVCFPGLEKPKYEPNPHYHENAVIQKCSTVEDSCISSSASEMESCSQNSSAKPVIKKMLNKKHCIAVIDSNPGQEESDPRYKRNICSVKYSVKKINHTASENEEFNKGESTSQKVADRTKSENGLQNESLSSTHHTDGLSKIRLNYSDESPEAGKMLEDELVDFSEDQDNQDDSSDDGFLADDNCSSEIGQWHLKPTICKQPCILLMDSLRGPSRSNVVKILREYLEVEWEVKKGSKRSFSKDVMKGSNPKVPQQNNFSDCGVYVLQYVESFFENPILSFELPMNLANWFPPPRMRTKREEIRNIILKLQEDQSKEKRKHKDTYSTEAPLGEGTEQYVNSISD
SENP7 inh – SENP7 protease inhibitors, primary screen, biochemical, luminescence, uHTS. Sentrin-specific protease 7 (Homo sapiens), Q9BQF6. recombinant SENP7, Z-RLRGG-aminoluciferin luminescence, 40 min. inhibition, % at 5 µM. 330,000 compounds, 1.5% hits. AID 434973, 2010;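 active = inhibition above about 50% at the single test dose, limit read from the data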;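 note: plate controls were DMSO with enzyme for no effect and no enzyme buffer wells for full effect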
Target sequence (Q9BQF6 706-1050 limits assumed): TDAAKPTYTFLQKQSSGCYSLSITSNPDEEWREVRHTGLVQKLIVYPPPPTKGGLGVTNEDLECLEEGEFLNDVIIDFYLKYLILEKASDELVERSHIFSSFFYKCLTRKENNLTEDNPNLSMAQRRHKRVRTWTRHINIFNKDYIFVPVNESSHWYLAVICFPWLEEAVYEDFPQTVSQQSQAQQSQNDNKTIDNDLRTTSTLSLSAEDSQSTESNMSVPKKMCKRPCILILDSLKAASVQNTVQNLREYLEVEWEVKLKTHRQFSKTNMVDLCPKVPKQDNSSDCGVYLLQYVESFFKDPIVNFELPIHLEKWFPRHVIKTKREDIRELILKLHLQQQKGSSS
Active calls of the source: *; nt = no result given.

SMILES	beta cell repl	SENP1 inh	UBC13 polyUb	PfG6PD inh	SENP8 block-1	SENP8 block-2	HKDC1 inhibitor	SENP6 inh	SENP7 inh
COc1ccc(N=CC2=C(O)c3ccccc3C2=O)cc1	-2.9	2.9	-10.6	-6.4	92.9*	45.8*	6.4	95.2*	99.1*
O=C(NNC(=O)C1CC(c2cccs2)=NO1)Nc1ccc(Cl)cc1 (stereo not drawn)	0.8	-0.2	13.4	-4.5	-0.1	2.7	-6.7	3.1	-1.5
CSc1ccc(CN(C)C(=O)c2ccc(S(=O)(=O)Nc3c(C)n(C)n(-c4ccccc4)c3=O)cc2)cc1	nt	2.0	nt	5.1	nt	6.4	1.4	nt	nt
Cc1cccc(NCC(=O)N/N=C/c2cccc(Br)c2)c1	0.8	0.5	8.9	12.5	4.2	1.5	1.9	-8.0	1.1
Cc1ccc(S(=O)(=O)N2CCN(C(=O)CN3C(=O)NC4(CCOc5ccccc54)C3=O)CC2)cc1 (stereo not drawn)	-1.3	-0.8	1.1	15.3	7.7	14.0	-5.5	3.7	3.2
CN(C)CCn1c(C(=O)Nc2ccccc2)cc2ccccc21	-1.6	1.0	5.8	1.9	1.9	15.0	-3.0	5.9	2.0
CCCCC(=O)Nc1cccc(-c2nc3ncccc3o2)c1C	-2.6	1.6	-1.9	1.2	-4.2	-60.2	-2.1	2.9	-4.0
CC(=O)c1cccc(OCc2cc(C(=O)N3CCSCC3)no2)c1	-1.2	0.6	-2.7	5.5	-6.3	0.8	-4.8	14.6	4.6
CC1CCN(C(=O)CCCOc2ccc(Cl)cc2)CC1	-2.3	0.1	10.3	-9.8	-3.3	24.2	3.9	-8.7	1.6
Cc1cc(C)nc(/N=C(/NC(=O)Nc2cccc(Cl)c2)Nc2ccccc2)n1	-0.3	3.9	0.2	-2.7	3.5	16.7	10.3	-6.7	9.4
Cc1c(Br)c([N+](=O)[O-])nn1CC(=O)N1CCc2ccccc2C1	-1.7	2.1	18.8	3.9	2.4	2.1	1.4	13.7	4.9
Cc1ccc(Cn2c(SCCN3CCOCC3)nc3c2c(=O)n(C)c(=O)n3C)cc1	0.3	-2.0	7.4	20.3	4.3	11.6	-9.4	3.8	-0.1
CC(NS(=O)(=O)/C=C/c1ccccc1)C(=O)O (stereo not drawn)	1.0	0.2	18.3	-12.4	-3.6	10.9	-4.7	-11.1	-0.7
O=S(=O)(Nc1cccc(S(=O)(=O)N2CCCCC2)c1)c1ccc(Cl)s1	-1.8	0.2	-2.3	-21.0	-3.8	9.3	4.7	2.9	9.2
Cc1noc(C)c1C(=O)N1CCCC(C(=O)c2cccc(OC(C)C)c2)C1 (stereo not drawn)	3.8	0.1	16.8	-3.9	-5.6	10.4	-2.5	-2.9	7.1
O=C(/C=C/c1ccccc1)c1ccccn1	-5.3	-24.2	-5.3	5.5	3.1	-39.4	12.5	34.3	-6.1
O=C(CSc1ccc(F)cc1)Nc1ccccc1N1CCOCC1	1.3	2.2	-3.8	22.3	0.6	4.5	-2.3	-6.7	13.1
N#Cc1cc2c(nc1SCc1cccnc1)CCCC2	-1.1	-4.9	6.4	39.5	11.0	18.2	4.7	7.6	5.6
O=C(N/N=C/c1ccoc1)c1ccc(Cl)cc1	-0.2	1.3	1.0	-6.0	4.2	7.4	-4.4	-10.6	0.7
CCOc1ccc(/C=N/NC(=S)NC2CC3CC2C2C=CCC32)cc1 (stereo not drawn)	-6.5	0.6	5.3	-3.9	-5.9	13.0	-2.0	-3.5	-1.3
COc1ccc(N=C2SCC(c3ccc([N+](=O)[O-])cc3)=NN2CCO)cc1	-4.4	3.5	-3.4	15.9	-1.4	31.7	4.8	-11.2	-2.0
COc1cccc(CC(O)CC2c3c(cc4c(c3OC)OCO4)CCN2C)c1 (stereo not drawn)	nt	-3.7	nt	-7.3	nt	19.5	-3.3	nt	nt
O=C(COC(=O)c1ccc2ncsc2c1)Nc1ccccc1Cl	-0.7	-2.2	11.0	6.9	-9.9	-37.0	-1.0	-21.6	-0.2
CN(c1ccccc1)S(=O)(=O)c1cccc(NC(=O)c2cc3ccccc3oc2=O)c1	-2.1	-3.3	-7.6	-12.3	3.2	-20.4	-6.1	11.7	6.4
COCCN1CSC(=S)N(Cc2ccco2)C1	-0.3	-3.1	14.6	52.4	9.9	-1.6	-1.8	10.8	9.8
Cc1cccc(-c2nc(CS(=O)CC(=O)NCCc3ccc(Cl)cc3)c(C)o2)c1 (stereo not drawn)	-3.2	0.6	4.1	1.5	-8.1	7.0	1.5	-6.6	-8.9
Cc1cc(C)c(C(=O)COC(=O)Cn2nc(-c3ccccc3)oc2=O)cc1C	-2.7	0.1	2.4	4.3	3.1	7.9	1.5	12.8	-2.1
O=C(O)C1CCCN(S(=O)(=O)c2ccc(-c3ccc(=O)[nH]n3)s2)C1 (stereo not drawn)	0.7	1.6	-12.8	-12.1	-1.3	12.1	3.8	-14.7	-10.9
COc1ccc(S(=O)(=O)Oc2ccccc2C(N)=O)cc1	-0.9	0.5	-0.3	-15.5	13.2	11.2	-4.8	-6.9	0.5
O=C(COC(=O)COc1ccccc1)Nc1ccc(Br)cc1Br	-3.2	3.1	1.5	-2.6	-1.7	-2.1	-10.0	6.7	8.2

Some of the entries so far, with values under each structure.
Every second line gives: beta cell repl	SENP1 inh	UBC13 polyUb	PfG6PD inh	SENP8 block-1	SENP8 block-2	HKDC1 inhibitor	SENP6 inh	SENP7 inh
Cc1cccc(-c2nc(CS(=O)CC(=O)NCCc3ccc(Cl)cc3)c(C)o2)c1 (stereo not drawn)
 : -3.2	0.6	4.1	1.5	-8.1	7.0	1.5	-6.6	-8.9
Cc1cc(C)c(C(=O)COC(=O)Cn2nc(-c3ccccc3)oc2=O)cc1C
 : -2.7	0.1	2.4	4.3	3.1	7.9	1.5	12.8	-2.1
O=C(O)C1CCCN(S(=O)(=O)c2ccc(-c3ccc(=O)[nH]n3)s2)C1 (stereo not drawn)
 : 0.7	1.6	-12.8	-12.1	-1.3	12.1	3.8	-14.7	-10.9

(more compounds)
SMILES	beta cell repl	SENP1 inh	UBC13 polyUb	PfG6PD inh	SENP8 block-1	SENP8 block-2	HKDC1 inhibitor	SENP6 inh	SENP7 inh
NC(=O)CSc1nnc(Cc2csc(Nc3ccccc3)n2)n1Cc1ccccc1	-0.5	1.2	3.0	16.9	0.7	13.3	-9.8	-36.0	-0.8
COc1ccc(C(=O)OCCN2CCOCC2)cc1	-1.0	0.9	9.0	-13.8	-0.5	15.6	-5.6	15.0	5.1
O=C(c1ccc(Br)cc1)N(Cc1nc2ccccc2c(=O)[nH]1)C1CCCC1	0.9	-0.2	10.6	1.1	-1.6	6.5	-6.7	-3.1	-3.4
Cc1cccc(-c2nc(CS(=O)CC(=O)NC3CCCC(C)C3C)c(C)o2)c1 (stereo not drawn)	-3.6	-1.9	-1.5	-6.3	-0.7	-0.3	-1.4	-14.5	-1.7
CC(=O)NC(Cc1ccccc1C)C(=O)NC1CCN(c2nnnn2-c2ccccc2)CC1 (stereo not drawn)	-0.9	-1.5	-13.2	-8.6	-6.2	-16.3	-3.6	-26.6	7.4
Cc1ccnc(SC2CC(=O)N(c3ccc(Br)cc3)C2=O)n1 (stereo not drawn)	-2.3	1.6	-7.0	5.3	-5.3	8.7	-6.5	-27.0	-7.7
O=C(NCc1ccco1)c1cccc(NS(=O)(=O)c2cccc(F)c2)c1	-2.4	-0.5	-10.0	8.0	-10.3	18.1	-11.9	-1.9	-0.7
CN(CC(=O)Nc1ccc(F)c(F)c1F)C(=O)c1cc(S(=O)(=O)N(C)C)ccc1N1CCCC1	nt	-2.0	nt	2.6	nt	-8.8	0.1	nt	nt
CC(=O)Nc1sc2c(c1C(c1ccncc1)N1CCOCC1)CCCC2 (stereo not drawn)	0.6	1.0	-1.7	8.8	-5.7	0.3	2.4	-9.0	7.8
COc1ccc(/C(C)=N/NC(=O)c2nnn(-c3nonc3N)c2-c2cccs2)cc1OC	-3.4	-28.4	39.4	5.1	-0.3	-309.6	-7.8	2.9	1.6
Cc1ccccc1SCC(=O)Nc1cc(C(F)(F)F)ccc1N1CCOCC1	-7.2	-1.0	-9.3	34.8	-4.4	9.1	9.4	-6.1	-14.6
CCOC(=O)CCCCCC(=O)Nc1ccc2c(c1)C(=O)N([C@H](C)CO)C[C@@H](C)[C@H](CN(C)S(=O)(=O)c1cn(C)cn1)O2	-0.7	1.5	-0.2	-7.2	-6.4	15.6	-6.9	1.8	-3.1
CCc1ccccc1NC(=O)NC1CCCCC1	0.0	2.8	3.3	-9.7	-6.8	14.2	-4.3	-11.9	-4.5
COc1ccc(C2=NOC(C(=O)Nc3cccc(O)c3)C2)cc1 (stereo not drawn)	0.9	2.2	8.8	-9.3	-10.0	17.5	-1.9	7.4	-8.7
Cc1ccc(NC(=S)NCCc2c[nH]c3ccccc23)c(C)c1	-4.0	3.2	10.7	-11.5	-1.5	18.8	3.1	-21.5	4.9
COc1ccc(NC(=O)C2(S(=O)(=O)c3ccc(C)cc3)CC2)cc1OC	-2.9	-0.3	-0.7	6.0	2.5	20.2	2.5	19.1	0.5
CC12CCC(C(=O)Nc3ccccc3N3CCOCC3)(CC1=O)C2(C)C (stereo not drawn)	3.2	-0.4	6.7	-17.9	-4.3	5.8	-5.2	2.6	-0.2
Cc1ccc(C(=O)CCC(=O)Nc2ccccc2C)cc1C	0.0	-0.8	4.6	0.2	0.0	11.2	-5.0	-9.6	-6.4
CCn1c(=O)cc(SCC(=O)NCCN2CCN(Cc3ccccc3)CC2)c2ccccc21	0.0	0.6	42.3	-1.8	2.6	-10.0	-10.0	-4.0	1.6
O=C1CS/C(=N/N=C/c2c[nH]c3ccccc23)N1	-3.1	2.5	-7.0	9.5	4.2	1.9	-7.2	-8.5	3.2
Cc1cccc(C(=O)NNC(=O)c2ccc(O)cc2)c1	-1.3	0.9	3.1	-2.5	4.7	25.5	-3.6	-24.4	2.1
C=CC[C@@H](CC(=O)N[C@H](CO)Cc1ccccc1)C(=O)N[C@H](C)COC(=O)[C@@H](CC=C)CC(=O)OC(C)(C)C	-1.1	0.8	3.4	-6.5	-1.1	20.1	-9.3	-0.4	12.9
O=C(c1ccc2c(c1)OCO2)N1CCC2(CC1)Oc1ccc(Cl)cc1C(=O)C21CC(c2ccc(Cl)cc2)=NO1 (stereo not drawn)	-4.9	nt	-26.9	nt	-9.0	nt	nt	-12.5	-3.5
Cc1nn(-c2ccccc2)c2nc(C(Cl)(Cl)Cl)[nH]c(=O)c12	-2.2	0.7	16.1	3.0	-4.1	21.1	5.3	15.2	4.5
CCC1Sc2ccccc2N(CC(=O)NCCC(C)C)C1=O (stereo not drawn)	-1.4	1.0	-0.3	6.3	-3.7	15.9	1.4	0.3	-3.2

Compounds as they come; 4% or so of the library scored in one or more.
